Screening data from PubChem BioAssay.
Fh CTSL1 inh: blocks F. hepatica cathepsin L1 in PFM18AAP counter-screen; recombinant F. hepatica cathepsin L1, Z-Leu-Arg-MCA fluorescence; inhibition, % at 5.96 µM; hit rate 0.49% among 300,000; AID 1906;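 active means inhibition above the mean of all tested compounds plus 3 SD, set per screening campaign, cut at about 17% in these data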;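 further: 0% = plate median of test compound wells and 100% = 1 µM Z-Phe-Ala-diazomethylketone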
GRK2 inh: blocks RNA aptamer binding to human GRK2; bead flow cytometry, FAM-aptamer displacement from GRK2; inhibition of aptamer binding, % at 10 µM; hit rate 0.59% among 330,000;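 active means inhibition of aptamer binding above 40%, roughly 3 SD of noise, on plates passing a quality check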;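 further: median bead fluorescence of bound FAM aptamer so fluorescent compounds give negative values; no value below 0 was filed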
HCV core dimer: HCV core protein dimerization inhibition; AID 1899; TR-FRET GST/Flag-core106 dimerization, 1536-well; hit rate 0.33% among 300,000; inhibition, % at 5 µM;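 active means inhibition above the mean of all tested compounds plus 3 SD, set per screening campaign, cut at about 45% in these data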
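Test system: GST/Flag-tagged HCV core106 proteins; Medium: KF-containing HEPES buffer, pH 7.45, DTT, CHAPS, BSA; Times: compound-protein-antibody incubation 4 h at 22.5 °C; Detection: TR-FRET 671 and 617 nm emission; Benchmarks: wells lacking GST-core106 and wells with excess unlabelled core106.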
PP1 inh: counter-screen for PP5 inhibitors: inhibitors of human PP1-alpha. purified PP1alpha, OMFP fluorescence. inhibition, % at 6.7 µM. hit rate 0.9% among 320,000;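 active means inhibition above the mean inhibition of all tested compounds plus 3 SD, computed separately for each screening campaign, cut at about 15% in these data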
Target sequence (P62136 whole entry, looked up): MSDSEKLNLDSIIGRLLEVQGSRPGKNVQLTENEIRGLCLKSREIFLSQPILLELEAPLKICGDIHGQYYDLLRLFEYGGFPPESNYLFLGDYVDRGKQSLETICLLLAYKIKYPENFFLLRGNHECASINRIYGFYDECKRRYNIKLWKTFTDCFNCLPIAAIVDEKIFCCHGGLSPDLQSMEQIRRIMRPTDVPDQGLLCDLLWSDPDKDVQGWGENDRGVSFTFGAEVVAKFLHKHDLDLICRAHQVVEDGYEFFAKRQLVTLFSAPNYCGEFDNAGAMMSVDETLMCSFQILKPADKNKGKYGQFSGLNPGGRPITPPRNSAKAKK
PP5 primary: blocks human protein phosphatase 5 activity; purified PP5c, OMFP substrate fluorescence; inhibition, % at 6.7 µM; hit rate 0.18% among 320,000; AID 1987;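 active means inhibition above the campaign's mean inhibition across all tested compounds plus 3 SD, cut at about 9.5% in these data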;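 further: 0% = DMSO only and 100% = 100 µM cantharidin control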
VLA-4 inh: inhibition in a human VLA-4 binding assay; AID 2557; inhibition, % (about 7 µM as worked out from the volumes in the protocol); P13612; hit rate 0.2% among 330,000; VLA-4 expressing cells, ligand binding flow cytometry; in the data active means inhibition above about 50%
GASC-1 inh: blocks human GASC-1 demethylase activity; GST-JMJD2C(1-420) H3K9me3 demethylation, DELFIA europium; inhibition, % at 2.35 µM; hit rate 0.069% among 330,000; AID 2099;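 active means more than half of a compound's replicate wells show inhibition beyond 50%, single wells judged on their own value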;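 further: signal counts dimethyl H3K9 product captured on neutravidin plate; 0% = median of DMSO wells and 100% = 0.3 times that DMSO median; strong numbers were not always called active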
Target sequence (Q9H3R0 1-420 limits assumed): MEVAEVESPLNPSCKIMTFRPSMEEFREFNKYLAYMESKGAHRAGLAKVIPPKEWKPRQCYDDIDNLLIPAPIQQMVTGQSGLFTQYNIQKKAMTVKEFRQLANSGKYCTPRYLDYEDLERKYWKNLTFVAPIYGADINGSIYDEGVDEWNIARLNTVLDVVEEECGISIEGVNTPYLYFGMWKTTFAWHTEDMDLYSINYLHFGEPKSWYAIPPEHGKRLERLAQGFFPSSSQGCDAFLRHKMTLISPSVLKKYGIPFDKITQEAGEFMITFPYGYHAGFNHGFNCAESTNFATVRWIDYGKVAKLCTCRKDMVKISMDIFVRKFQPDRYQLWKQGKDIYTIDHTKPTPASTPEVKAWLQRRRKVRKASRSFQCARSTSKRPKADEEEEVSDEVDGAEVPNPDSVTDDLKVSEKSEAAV
procasp3 activ: procaspase-3 (human) activation. P42574. recombinant procaspase-3 D3A, Ac-DEVD-pNA absorbance 405 nm. activation, % at 8.5 µM. hit rate 0.11% among 330,000;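 active means activation above the mean of all tested compounds plus 3 SD, cut at about 21% in these data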;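 further: 0% = DMSO alone and 100% = DMSO wells spiked with extra 5 µM PC-3 D3A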
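Assay system – Procaspase-3 D3A mutant, all three cleavage aspartates alanine · Controls – DMSO-only low control, 5 µM PC-3 D3A high control · Schedule – 1 h compound preincubation, 2 h substrate hydrolysis at 25 °C · Signal – 405 nm absorbance of p-nitroaniline, reads at 0 and 120 min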
proCasp7 act: counter-screen for procaspase-3 activators: activators of human procaspase-7 | recombinant procaspase-7, Ac-DEVD-pNA absorbance 405 nm; D23A/D198A/D206A triple mutant, cannot self-cleave; scale: DMSO 0, 5 µM enzyme 100 | activation, % at 8.5 µM | hit rate 0.093% among 330,000;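 active means percent activation above the screen-wide mean plus 3 SD, cut at about 25% in these data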
Target sequence (P55210 whole entry D23A/D198A/D206A): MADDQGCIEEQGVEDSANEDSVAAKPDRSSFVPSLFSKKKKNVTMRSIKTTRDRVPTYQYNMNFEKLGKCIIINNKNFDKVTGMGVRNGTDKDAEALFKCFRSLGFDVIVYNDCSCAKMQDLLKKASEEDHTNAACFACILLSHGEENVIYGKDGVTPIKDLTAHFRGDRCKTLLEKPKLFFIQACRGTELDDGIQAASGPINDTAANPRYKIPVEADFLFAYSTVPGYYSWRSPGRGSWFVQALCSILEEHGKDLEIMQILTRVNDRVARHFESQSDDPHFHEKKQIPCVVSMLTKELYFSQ
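Detection: p-Nitroaniline absorbance at 405 nm, read at 0 and 120 min; system: Uncleavable procaspase-7 mutant enzyme; evaluation: % activation from two-timepoint absorbance difference, scaled to controls; times: 1 h enzyme–compound preincubation and 2 h substrate reaction, both 25 °C; buffer or medium: Zinc-free HEPES pH 7.4 with 300 mM NaCl, 0.01% Triton X-100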
* = called active by the depositor; · = no result given; & = joins results of further samples. An unsorted share of the library (roughly 2.6% active in at least one column).

SMILES	Fh CTSL1 inh	GRK2 inh	HCV core dimer	PP1 inh	PP5 primary	VLA-4 inh	GASC-1 inh	procasp3 activ	proCasp7 act
COc1cccc(CC2(CO)CCCN(Cc3c(C)cc(C)cc3-n3cccn3)C2)c1 (centres undefined)	2.0	0.0	6.1	-5.0	-1.8	3.1	-0.5	2.9	11.8
Cc1ccc(NC(=O)CN2C(=O)/C(=C\c3cccs3)SC2=S)cc1	1.3	0.0	3.7	-2.9	0.8	-1.5	8.6	-2.1	-6.0
CCNc1nc(NCC)nc(OCCOC(=O)Nc2ccccc2)n1	4.5	·	3.6	-4.7	-0.1	30.7	-2.1	-1.7	7.3
CCC(=O)NCCNc1ccc([N+](=O)[O-])cn1	5.1	0.0	-8.1	-3.4	1.8	9.5	8.5	-10.8	-1.5
O=C(COc1coc(CN2CCCc3ccccc32)cc1=O)Nc1ccc([N+](=O)[O-])cc1	5.7	62.0*	13.2	20.9*	-2.5	-10.4	33.1	-4.0	-14.8
CCc1ccc(NS(=O)(=O)c2ccc(OC)c(C)c2)cc1	1.5	2.0	0.7	1.1	0.4	1.6	6.1	1.4	4.8
CCCc1cc(=O)n2[nH]c(CCc3ccccc3)nc2n1	-3.7	0.0	-2.8	-2.0	-0.4	-7.6	-5.3	-0.8	0.4
COc1cccc(-c2coc3c(C)c4oc(=O)c(CCC(=O)O)c(C)c4cc23)c1	5.6	1.0	12.4	14.5	3.0	0.9	2.3	6.7	7.8
CC1CCN(Cc2c(O)ccc3c2O/C(=C\c2ccco2)C3=O)CC1	3.3	4.0	-15.7	0.8	0.4	0.2	-0.1	1.1	-0.3
Cc1ccc(-c2nc3ccccc3[nH]2)cc1NC(=O)c1sc2ccccc2c1Cl	3.2	0.0	17.0	-0.1	4.6	11.3	-1.2	-4.5	-4.3
c1ccc(OCc2nnc3n2CCCCC3)cc1	-0.8	0.0	-1.2	0.4	1.0	-2.1	1.0	4.7	3.4
Cc1ccc2ncnc(-c3ccccc3)c2c1	10.2	0.0	5.0	-1.6	-0.7	1.7	19.5	2.1	-11.1
CC(C)NC(=S)NCc1cccnc1	-0.2	99.0*	4.3	-2.2	-1.2	8.9	-5.9	1.8	14.4
CCCc1cc(=O)oc2cc(C)cc(OCC(=O)Nc3ccc(S(N)(=O)=O)cc3)c12	2.1	0.0	0.9	0.2	0.0	12.4	7.5	-5.5	5.6
N#CCCn1cc(C=C(C#N)C#N)c(-c2ccc(-c3ccccc3)cc2)n1	2.7	0.0	11.7	1.3	2.5	5.1	-3.8	7.3	-3.5
O=C(CNC(=O)c1ccccc1)OCc1ccc([N+](=O)[O-])cc1	-3.9	1.0	-7.0	-4.3	0.1	-3.3	1.2	6.3	9.2
Cc1cccc(CSc2nc3c(c(=O)n2C)SCC3)c1	-0.1	1.0	4.8	1.8	0.9	17.6	-17.2	-4.1	0.2
Cc1ccn2cc(C34CC5CC(CC(C5)C3)C4)nc2c1	-4.2	4.0	-3.8	-1.9	1.2	18.8	25.0	-5.1	3.2
O=C(CSC1=NCCS1)N1CCCCCC1	10.6	3.0	-8.6	-1.1	-2.9	-9.2	-1.0	-5.6	1.7
NC(=O)C(CCC(=O)c1ccc(Br)cc1)S(=O)(=O)c1ccccc1 (centres undefined)	6.3	1.0	2.8	0.5	0.6	-7.9	-4.4	-3.6	4.6
COC(=O)c1ccc(SCC(=O)N2CCC(C)CC2)c([N+](=O)[O-])c1	-0.3	0.0	2.1	-0.8	-3.0	13.1	-6.7	-3.8	7.2
O=C1c2cccnc2C(Nc2ccc(Br)cc2Br)N1Cc1cccs1 (centres undefined)	0.6	6.0	15.4	-2.4	0.7	-10.4	-9.8	-5.8	5.5
CCOC(=O)c1cccnc1NC(=O)c1ccncc1	-0.3	0.0	-8.2	-3.1	0.9	3.1	-3.5	5.6	-3.7
C#CCOC(=O)CCCC(=O)Nc1ccccc1OC	4.4	0.0	8.7	-2.4	-3.1	2.4	-0.1	4.6	2.2
Cc1ccc(Nc2nc3ccccc3c(=O)s2)cc1	0.4	8.0	0.6	0.4	1.6	-10.3	-0.3	-6.8	1.0

Sorted by formula weight (highest first): some entries from above
SMILES	Fh CTSL1 inh	GRK2 inh	HCV core dimer	PP1 inh	PP5 primary	VLA-4 inh	GASC-1 inh	procasp3 activ	proCasp7 act
CCCc1cc(=O)oc2cc(C)cc(OCC(=O)Nc3ccc(S(N)(=O)=O)cc3)c12	2.1	0.0	0.9	0.2	0.0	12.4	7.5	-5.5	5.6
CCNc1nc(NCC)nc(OCCOC(=O)Nc2ccccc2)n1	4.5	·	3.6	-4.7	-0.1	30.7	-2.1	-1.7	7.3
CCOC(=O)c1cccnc1NC(=O)c1ccncc1	-0.3	0.0	-8.2	-3.1	0.9	3.1	-3.5	5.6	-3.7

Going on with the list:
SMILES	Fh CTSL1 inh	GRK2 inh	HCV core dimer	PP1 inh	PP5 primary	VLA-4 inh	GASC-1 inh	procasp3 activ	proCasp7 act
CCc1nc2ccccc2[nH]1	1.8	0.0	-0.5	-3.7	-1.6	-13.4	-4.1	-1.2	2.9
COc1ccccc1NC(=O)N1C2CCCC1CC(NC(=O)c1ccccc1)C2 (centres undefined)	4.5	0.0	0.9	-1.0	3.0	7.8	-5.5	1.6	9.2
CCCCOCCCNS(=O)(=O)c1ccccc1	-0.3	4.0	-0.5	-0.9	-1.0	-11.7	15.4	7.6	-1.0
CCOC(=O)C(=CNc1ccc2c(c1)nnn2-c1ccc(Cl)cc1)C(=O)OCC	0.3	0.0	14.3	4.7	-3.0	-414.5	-5.6	3.3	-2.8
CCOC(=O)c1c(NC(=O)CCN2C(=O)c3ccccc3C2=O)sc(C(=O)OC(C)C)c1C	-3.1	1.0	2.8	2.4	2.7	7.8	4.0	-4.7	8.8
CCOC(=O)C1=C(CSc2nc3c(cc2C#N)CN(C)CC3)OC(N)=C(C#N)C1c1ccccc1 (centres undefined)	3.2	0.0	52.4*	16.8*	-5.1	-33.3	-18.4&4.5	-17.6	-20.1
COc1cc2c(cc1NC(=S)NC(=O)c1c(OC)cccc1OC)oc1ccccc12	4.3	3.0	41.5	-1.6	1.2	8.9	-1.5	-7.6	-3.3
COc1ccc(CCNC(=O)Cn2cnc3c2c(=O)n(C)c(=O)n3C)cc1OC	1.1	0.0	4.4	-4.9	0.6	-2.9	-0.1	10.0	-3.0
COCCn1c(SCc2cccnc2)nnc1-c1ccco1	-0.9	1.0	-3.5	-0.6	-1.0	0.0	-3.2	-0.1	9.7
COC(=O)c1ccccc1NC(=O)/C=N/O	-0.5	1.0	-2.1	2.5	1.5	7.1	4.0	-1.2	11.3
COc1ccc(C(=O)Nc2nc3ccccc3s2)c(OC)c1	0.4	0.0	2.4	4.3	1.5	11.8	-3.6	-4.0	-9.2
CN1CCC(N(C)C(=S)Nc2ccc(SC(F)F)cc2)CC1	-1.8	5.0	-2.6	-2.1	0.1	17.5	-13.3	-9.8	-10.3
COc1ccc(C)c(S(=O)(=O)Nc2ccc(OCC(=O)O)cc2)c1	-4.2	0.0	6.1	-1.8	3.3	9.6	7.3	2.0	-1.8
CC12CCC(=O)N1C(C(=O)N1CCN(S(=O)(=O)c3ccc(F)c(F)c3)CC1)CS2 (centres undefined)	-3.1	0.0	2.5	-7.5	-1.9	-1.8	8.4	-2.8	2.4
CCc1ccccc1S(=O)(=O)Cc1ccc(C(=O)NCC2CCCO2)o1 (centres undefined)	0.1	1.0	3.1	-3.2	-0.4	6.3	-0.4	14.8	12.4
COc1cccc(NC(=O)c2nc3ncccn3n2)c1	-0.5	0.0	-1.3	-3.5	0.8	0.4	-17.6	3.8	1.2
Cc1c(C(=O)N2CCC3(CC2)CC(=O)c2ccccc2O3)cccc1[N+](=O)[O-]	-1.2	1.0	2.5	-1.9	-1.4	4.4	42.7	-3.8	13.5
CCOc1cc(/C=N/N=C(/N)c2nonc2N)cc(Br)c1OCc1ccc(Cl)cc1	-3.0	0.0	16.8	17.9*	3.0	2.1	9.5	6.4	2.3
CCOC(=O)c1ccc(NC(=O)CSc2nc(NC(=O)c3ccccc3)c3c(C)c(C)oc3n2)cc1	0.8	2.0	7.7	8.5	4.3	-8.5	-7.3	-7.7	3.7
Cc1noc(C)c1COC(=O)COc1ccc2c(C)cc(=O)oc2c1	-0.8	2.0	5.0	18.9*	1.1	2.4	0.7	-0.2	2.1
Cc1nc(C2COc3ccccc3O2)sc1C(=O)O (centres undefined)	6.8	0.0	2.5	-4.3	-2.8	7.5	7.1	-5.0	-2.9
COC(=O)c1ccc(-c2noc(CN(Cc3nccn3C)C(C)C)n2)cc1	-2.1	0.0	-1.4	-1.4	3.1	0.2	-0.4	1.8	6.4
COc1ccc(C(O)(C(C)C)C(CN2CCOCC2)c2ccc(Cl)cc2)cc1 (centres undefined)	2.5	0.0	-0.9	1.9	4.6	-20.0	-2.1	7.5	-2.3
Cc1ccc(NS(=O)(=O)c2ccc(C)c(C(=O)NCC(c3ccccc3)N(C)C)c2)cc1 (centres undefined)	·	0.0	·	1.4	1.0	-6.5	·	3.3	1.9
c1ccc(-c2cn3c(n2)-c2ccccc2C3)cc1	-1.6	0.0	-5.5	-1.0	-1.2	-25.5	-2.5	4.6	3.7

Remaining list, next part
SMILES	Fh CTSL1 inh	GRK2 inh	HCV core dimer	PP1 inh	PP5 primary	VLA-4 inh	GASC-1 inh	procasp3 activ	proCasp7 act
O=C(CNS(=O)(=O)c1ccccc1)Nc1cccc([N+](=O)[O-])c1	-0.2	24.0	-3.1	-2.4	-0.6	1.4	-3.8	3.9	5.5
Oc1ccc(C=NCCc2ccccc2)cc1	5.8	0.0	-5.2	-2.8	-3.0	4.7	15.5	-5.6	-2.7
COCc1ccc(CN2CCCC(C(=O)Nc3ccc(-c4cccc(OC)c4)cc3)C2)o1 (centres undefined)	-2.0	7.0	-13.9	1.1	5.3	2.5	-3.8	-0.3	-6.8
CC(C)(Oc1ccc(Cl)cc1)C(=O)NCCCn1ccnc1	1.8	0.0	-1.8	-1.4	1.5	7.5	6.6	5.8	-6.9
COC(=O)[C@H](Cc1ccccc1)NC(=O)c1ccc2ccccc2n1	-0.1	0.0	0.1	-0.3	2.2	-0.3	-1.9	2.1	-4.0
COc1ccc(C(=O)NC2CCCc3ccccc32)cc1[N+](=O)[O-] (centres undefined)	-2.0	0.0	3.7	0.3	-0.6	6.0	-1.6	-1.8	12.6
COc1ccc(/C=C/c2nc(S(=O)(=O)c3ccccc3)c(NCCCN(C)C)o2)cc1OC	0.2	0.0	-9.2	0.0	1.9	0.9	-30.4	1.0	-5.7
C=CCn1c(-c2ccccc2)ccc(C#N)c1=O	1.2	0.0	7.6	3.4	0.3	-3.8	-4.7	3.4	2.3
O=C(Nc1cccc(S(=O)(=O)N2CCOCC2)c1)c1c2c(nc3ccccc13)CCC2	-2.5	7.0	74.2*	12.9	-0.9	5.0	11.3	7.3	8.1
COc1ccc(NC(=O)N2C3CCCC2CC(NC(=O)C2CC2)C3)cc1 (centres undefined)	0.3	4.0	-3.2	-1.7	3.5	4.6	0.9	5.7	-2.9
